Compound activity: PubChem BioAssay, National Center for Advancing Translational Sciences (NCATS)
HT1080NT lethal – kills 2HG-producing HT-1080-NT fibrosarcoma cells | HT-1080-NT fibrosarcoma viability, CellTiter-Glo ATP luminescence, 48 h | Potency, µM (titrated, usually from 46.1 µM), without a hit: at the highest dose activity, negative = less viability, most hits filed as cytotoxic | 360,000 tested, 1.6% active;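 note: NT is the 2HG producing partner of a matched IDH1 knockdown line; potency is the fitted concentration of half-maximal effect; 0% = DMSO-treated cells and -100% = media-only wells without cells; nearly all actives have a fitted effect of over 55% in size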
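A 48-hour cytotoxicity screen used HT-1080-NT cells plated 2 hours before compound delivery. ATP-based CellTiter-Glo luminescence measured viability, normalized to DMSO and no-cell controls.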
IL1B secr inh – blocks inflammasome-driven IL-1 beta release | THP-1 LPS/ATP IL-1B secretion, AlphaLISA, 16 h; stronger effect = lower value | activity change, % at 57.5 µM | 360,000 tested, 4.7% active | AID 743279; in the data active = activity change below about -50%; inconclusive = mostly about -30% to -49%; note: % is set by controls: 0 for no effect and ±100 for the full control effect
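THP-1 cells pretreated 1 hr with compounds (up to 57.5 uM final), then stimulated with LPS (250 ng/mL final) plus ATP (1.25 mM final); secreted IL-1B measured by AlphaLISA after 16 hr, decreased signal indicating inhibition.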
HT1080 IDH1KD tx – kills HT-1080 cells with IDH1 knockdown. HT-1080 IDH1 knockdown viability, ATP luminescence, 48 h. 360,000 tested, 2% active. Potency, µM (highest dose often 46.1 µM), without a hit: at the highest dose activity, negative = toxicity, hits mostly cytotoxic;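 note: potency is the fitted concentration of half-maximal effect; 0% = DMSO wells and -100% = cell-free medium wells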
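In this qHTS, HT-1080 cells depleted of IDH1 are exposed for 48 h at 37 °C to compound titrations. Toxicity is scored from CellTiter-Glo luminescence, with DMSO as full viability and medium alone as none.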
S2 tox – cell viability loss in ATXN counter-screen; Potency, µM (top dose mostly 56.7 µM), actives largely listed as cytotoxic; 400,000 tested, 0.49% active; S2 cells (HEK-293 line with an ATXN2-luciferase reporter) viability, CellTiter-Fluor protease fluorescence, 24 h; note: potency is the fitted concentration of half-maximal effect; nearly all actives have a fitted effect of over 40% in size
KB-3-1 cytotox – KB-3-1 parental cell cytotoxicity. KB-3-1 viability, CellTiter-Glo ATP luminescence, 72 h. 400,000 tested, 1.4% active. Potency, µM (top dose mostly 46.1 µM), inactives show at the highest dose activity change, negative = cytotoxic, actives largely listed as cytotoxic. AID 1347075; note: potency is the fitted concentration of half-maximal effect; % is set by controls: 0 for no effect and ±100 for the full control effect; nearly all actives have a fitted effect of over 60% in size
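Using CellTiter-Glo luminescence, growth of non-resistant KB-3-1 adenocarcinoma cells is assessed 72 h after pin-tool compound addition at 37 °C. Normalized responses across the concentration series yield fitted curves.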
SW480 rereplic – induces DNA re-replication in SW480 colon adenocarcinoma cells | SW480 DNA re-replication, Hoechst DNA content imaging, 48 h | 340,000 tested, 1.8% active | AID 624297 | Potency, µM (highest dose often 46.1 µM), for inactives: at the highest dose re-replication activation, hits mostly activators; note: potency is the fitted concentration of half-maximal effect; % of control where 0% means no effect; nearly all actives have a fitted effect of over 55% in size
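Compounds, transferred as 23 nL by pin tool, were incubated with cells for 48 hr; DNA content per nucleus was then quantified by Hoechst staining and fluorescence plate imaging.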
MCF10A rereplic – induces DNA re-replication in MCF 10a normal breast cells; MCF 10A DNA re-replication, Hoechst nuclear intensity, 48 h; 350,000 tested, 2.9% active; AID 624296; Potency, µM (doses to about 46.1 µM), for the others: at the highest dose activity, positive = re-replication, actives largely listed as activators; note: potency is the fitted concentration of half-maximal effect; % of control where 0% means no effect; nearly all actives have a fitted effect of over 50% in size
ATXN2 expr inh – inhibitors of ATXN2 expression; HEK-293 ATXN2-luciferase reporter, luminescence, 24 h; Potency, µM (doses to about 57 µM), without a hit: top-dose activity change, negative = inhibition, actives largely listed as inhibitors; 360,000 tested, 0.72% active; AID 1745845; note: potency is the fitted concentration of half-maximal effect; % is set by controls: 0 for no effect and ±100 for the full control effect; nearly all actives have a fitted effect of over 55% in size
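qHTS (up to 57 uM final) was run with 24 h compound exposure of reporter cells at 37 °C. Each well was multiplexed: SteadyGlo luminescence measured ATXN2-luciferase expression after a fluorogenic Gly-Phe-AFC viability readout (25 uM final).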
KB-V1 MDR tox – KB-V1 MDR subline cytotoxicity | KB-V1 MDR cells viability, CellTiter-Glo, 72 h | Potency, µM (top dose mostly 46.1 µM), for inactives: top-dose activity change, negative = cytotoxicity, actives largely listed as cytotoxic | 400,000 tested, 3.4% active | AID 1347076; note: potency is the fitted concentration of half-maximal effect; % is set by controls: 0 for no effect and ±100 for the full control effect; nearly all actives have a fitted effect of over 60% in size
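In this primary screen, KB-V1 cells overexpressing P-gp are incubated with library compounds (lowest to highest concentration) for 72 h at 37 degrees C before a luminescent ATP viability read.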
* = called active by the depositor; i = inactive; ? = inconclusive; . = no result given; & = joins results of further samples; [ ] = another dose, or the depositor's remark. Unless noted, calls come from the whole dose curve; as a rule, active = well fitted curve in the direction sought with a large enough effect; inconclusive = small, poorly fitted or top-dose-only effect, or another doubt; inactive = no such curve, though single readings can be large; an effect the other way counts as inactive or inconclusive.

compound,HT1080NT lethal,IL1B secr inh,HT1080 IDH1KD tx,S2 tox,KB-3-1 cytotox,SW480 rereplic,MCF10A rereplic,ATXN2 expr inh,KB-V1 MDR tox
CC(=O)N1CCN(c2cc3c(cc2F)c(=O)c(C(=O)O)cn3C2CC2)CC1,7.0%,10.3,4.8%,i,8.3%,-44.3%[inhibitor],1.5%,.,-2.4%
CCc1nonc1NC(=O)c1oc2cc(C)c(Cl)cc2c1C,11.9%,17.2,19.8%,i,0.1%&1.2%,29.4%,4.7%,8.4%,?
CN1C(=O)c2cccc3c(S(N)(=O)=O)ccc1c23,-1.6%,-87.8*,-1.4%,?,15.3%,?,6.9%,5.6%,16.5%
O=C(NC(=S)Nc1ccc(Cl)cn1)c1cc([N+](=O)[O-])ccc1N1CCOCC1,-4.5%,-0.8,2.8%,i,-0.5%,-7.4%,0.6%,2.9%,-2.4%
Cc1ccc(-c2nnc(SCC(N)=O)nc2-c2ccc(C)cc2)cc1,-14.1%,10.9,-0.2%,i,1.1%,-6.9%,-2.7%,-12.1%,-5.8%
CC(C)N1CCN(C2CSCCSC2)CC1CCO (stereo not drawn),6.4%,-6.3,5.9%,i,4.9%,?,9.2%,-2.2%,12.0%
COCCSc1ccccc1C(=O)Nc1cc(C)cc(C)c1,9.0%,-4.2,13.4%,i,-6.0%,-24.8%,-10.0%,.,?
Nc1c(NCCN2CCCCC2)c2ccccc2oc1=O,-8.9%,10.6,-0.7%,?,-0.1%,-23.6%,0.9%,.,2.0%
C(/C=C/c1ccccc1)=N/N1CCN(c2ccccc2)CC1,6.4%,-11.5,-3.0%,i,0.5%,-2.1%,1.1%,0.9%,-24.7%
C[C@H](CO)N1C[C@H](C)[C@@H](CN(C)CC2CCCCC2)Oc2c(NC(=O)C3CC3)cccc2C1=O,-6.6%,-5.0,0.3%,?,-0.4%,-3.6%[9.22 µM],?,?,-6.1%
O=c1c2ccccc2nc(N/N=C/c2c(O)ccc3ccccc23)n1O,?,136.4,?,i,?,?,3.26µM*,?,0.0%
CCCCNC(=O)CC1N=C2c3ccccc3N=C(SCC(=O)Nc3cccc(OC)c3)N2C1=O (stereo not drawn),-21.3%,-12.7,-13.6%,i,10.6%,-1.1%,0.5%,-27.1%,-6.2%
O=C(O)C1CCN(c2ncccn2)CC1,0.2%,5.8,11.1%,i,0.5%,0.4%,-5.7%,-17.4%,1.9%
Fc1ccccc1N1CCN(C(c2ccccn2)c2nnnn2C2CCCCC2)CC1 (stereo not drawn),0.0%,-6.1,0.7%[9.24 µM],i,-9.9%,-1.4%,-1.5%,5.4%,-4.5%
COc1ccc(NC(=O)CSc2c3c(nc4cc(Cl)ccc24)CCCC3)cc1OC,?,-103.2*,?,.,1.8%,?,?,?,?
O=C(Nc1ccc2c(c1)OCCO2)c1cc2ccccc2o1,-15.7%,-67.7*,-4.1%,i,-24.8%,-9.9%,0.7%,96.9%[activator][11.3 µM],?
O=C(OCc1cncs1)c1cccs1,-6.7%,?,-7.4%,i,-17.0%,-8.3%,3.4%,4.6%,-0.2%
O=c1cc(N2CCCC2)[nH]c(=O)n1-c1ccc(Cl)cc1,11.5%,10.0,5.9%,i,6.9%,-6.8%,-2.9%,20.1%,-6.7%
CCC(CO)N=CC1=C(O)C(C(=O)c2ccccc2)CCC1=O (stereo not drawn),19.0%,10.4,19.9%,i,3.5%,0.4%,-1.3%,3.9%,?
CCOc1ccc(C(=O)Nc2ccc(Cc3ccncc3)cc2)cc1Br,-17.0%,-89.5*,?,i,?,16.4µM*,?,?,-17.1%
COCCCNC(=O)CN(CCc1ccccc1)S(=O)(=O)c1ccc(C)cc1,-21.1%,-24.3,1.1%,i,?,-10.2%,0.0%,-8.4%,?
CCCOc1ccc(C(=O)NC2CCSc3ccccc32)cc1 (stereo not drawn),-15.6%,26.9,-23.7%,i,4.1%,5.1%,11.0%,0.0%,4.1%
CCCn1c(=O)c(Cc2ccccc2)c(O)c2ccccc21,0.4%,4.6,1.5%,i,3.6%,-3.5%,-10.2%,-13.2%,?
CCOCCCNC(=S)N1C2CCC1CC(NC(=O)NC13CC4CC(CC(C4)C1)C3)C2 (stereo not drawn),10.3%,15.0,-5.3%,i,-1.5%,18.1%,-3.0%,-3.4%,-8.2%
NNC(=O)CSc1nc(-c2ccccc2)cn1-c1ccccc1,-21.6%,-16.8,-19.1%,i,-3.7%,-22.2%,9.6%,.,3.3%
CCOC(=O)c1c(NC(=O)c2cc(=O)c3cc(C)ccc3o2)sc2c1CCCC2,.,.,.,i,-4.5%,.,.,3.0%,13.3%
Cn1c(=O)c2c(SCc3c(F)cccc3Cl)nc(CC(C)(C)C)nc2n(C)c1=O,5.3%,23.4,0.4%,i,?,-11.8%,-2.0%,6.7%,20.5%
Cc1ccc(NC(=O)COC(=O)C(NS(=O)(=O)c2ccc(Cl)cc2)C(C)O)cc1C (stereo not drawn),1.0%,?,0.6%,i,0.0%,-32.7%[inhibitor],3.7%,2.3%,16.5%
CC1CCCC(NC(=O)COC(=O)/C=C/c2ccc(S(=O)(=O)N3CCOCC3)cc2)C1C (stereo not drawn),-2.9%,-14.8,16.1%,i,4.3%,7.0%,-0.1%,12.4%,20.5%
CCn1c(SCC(=O)Nc2ccc(OC)c(OC)c2)nnc1-c1cccs1,0.0%,-0.4,4.2%,i,2.5%,-10.5%,-5.6%,1.3%,?

compound,HT1080NT lethal,IL1B secr inh,HT1080 IDH1KD tx,S2 tox,KB-3-1 cytotox,SW480 rereplic,MCF10A rereplic,ATXN2 expr inh,KB-V1 MDR tox
O=C(NCc1ccccn1)Nc1ccc2c(c1)OCO2,-6.8%,-1.6,-6.2%,i,-6.1%,-1.9%,-187.4%[0.0737 µM],28.2%,16.2%
COc1ccccc1NC(=O)CCC(=O)OC(C)C(=O)c1ccccc1 (stereo not drawn),8.0%,2.0,22.4%,.,3.1%,-2.1%,1.0%,-12.3%,-0.2%
COCCCNC(=O)c1ccc(Cn2c(=O)c3ccccc3n(CC(=O)Nc3ccc(C)cc3C)c2=O)cc1,.,.,.,i,?,.,.,-0.2%,13.9%
Cc1ccc(NC(=O)NNC(=O)c2ccccc2)cc1,23.5%,?,4.7%,i,13.0%,-13.9%,-3.6%,.,-0.5%
COc1ccccc1/C=C/C(=O)OCC(=O)c1c(N)n(C)c(=O)n(C)c1=O,-0.1%,0.0,-1.7%,i,3.5%,-98.3%[inhibitor],1.8%,7.0%,?
Cc1ccc(C(=O)NCC(=O)NC2CCCCCC2)cc1,14.1%,6.3,15.6%,?,3.4%,0.4%,0.0%,25.8%,-23.3%
C=CCn1c(SCC(=O)Nc2cc(C)c(Cl)cc2OC)nnc1-c1ccco1,?,?,?,i,-10.7%,-12.2%,17.8%,-9.4%,2.31µM*
CCN(CCn1cccn1)C(=O)CCc1nnc(-c2ccc3c(c2)OCO3)o1,9.2%,3.4,7.7%,i,-8.3%,-9.1%,0.4%,-23.7%[11.3 µM],-23.7%
CSc1ccc(/C=N/n2c(C)nc3ccccc3c2=O)cc1,9.1%,4.0,13.5%,?,-0.3%,10.9%,3.4%,.,28.5%
Cc1cccc(CCNC(=O)C2CCC(CNS(=O)(=O)c3ccccc3)CC2)c1 (stereo not drawn),.,.,.,i,0.0%,.,.,-5.2%,0.0%
CN(C)CCNc1oc(COc2ccc(Cl)cc2Cl)nc1C#N,-4.3%,-7.7,20.6%,?,-2.1%,-5.5%,2.6%,-0.1%,12.8%
C=C(C(=O)c1ccccc1)C(c1ccccc1)C(C)C(=O)c1ccccc1 (stereo not drawn),?,-96.9*,?,.,?,?,?,-27.7%,?
O=C(Nc1ccccc1C(F)(F)F)N1CCN(c2ccccn2)CC1,13.2%,-13.6,10.7%,i,2.1%,-5.5%,2.2%,.,20.8%
COc1cccc(CNC(=O)c2cnc(-c3ccccn3)nc2C(F)(F)F)c1,-3.2%,5.8,-3.9%,i,-15.4%,-1.2%,0.6%,3.2%,-0.4%
CCc1n[nH]c(=S)n1/N=C/C(C)=C\c1ccccc1,9.6%,-11.7,1.9%,i,?,0.0%,14.8%,.,7.31µM*
CCCc1nnc(NC(=O)Cn2c(=O)sc3ccccc32)s1,-3.2%,3.6,4.2%,i,-2.3%,0.7%,-4.5%,-4.9%,18.4µM*
CCN1CCN(C(=O)C2CCCN(S(=O)(=O)c3cc(Cl)ccc3Cl)C2)CC1 (stereo not drawn),0.5%,-7.8,-4.8%,i,-24.4%,-0.6%,3.1%,-2.7%,?
CCOC(=O)Cn1c(CN2CCOCC2)nc2c1c(=O)n(C)c(=O)n2C,-0.6%,9.5,-0.3%,i,15.3%,-25.8%,0.4%,-2.4%,0.8%
C[C@H](O)[C@@H]1C(=O)N2CCc3ccc(-c4ccccc4)cc3[C@@H]2C[C@@H]1N(C)C(=O)c1ccco1,-13.8%,9.3,-12.0%,i,-8.6%,.,.,5.0%,-16.3%
COc1ccccc1CNC(=O)CN1CCN(S(=O)(=O)c2cccs2)CC1,4.9%,-6.2,-3.1%,?,-0.6%,-39.4%[inhibitor],-12.8%,.,-28.4%
C/C(=C\C(=O)C(F)(F)F)Nc1ccc(C(F)(F)F)cc1,13.2%,3.0,13.2%,?,6.9%,-7.3%,-2.3%,2.7%,?
CCN(CC)CCNC(=O)c1ccc2c(=O)n(C3CCCC3)c(=S)[nH]c2c1,?,5.6,20µM*,i,3.5%,11.6%,?,-3.2%,-12.0%

No enrichment for hits. Share with any hit: about 11%.
